Bioassay records from PubChem.
CHRM4 antagonist – blocks acetylcholine activation of human M4 receptor. P08173. CHO-hM4 cells, ACh EC80, Fluo-8 calcium fluorescence. inhibition, % at 3 µM. actives 0.73% (n = 360,000);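 active = inhibition above its plate's cutoff, the mean inhibition of sample wells plus 3 SD, cut at about 27% in these data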;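 also: 0% = acetylcholine EC80 with DMSO and 100% = DMSO without agonist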
M4 ag – CHRM4 agonism in calcium assay; CHO-K1 hM4/Gqi5, Fluo-8 calcium fluorescence; vehicle 0%, full acetylcholine response 100%; activation, % at 3 µM; actives 0.14% (n = 360,000); AID 624127;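 active = activation above the run mean over all test wells plus 3 SD, cut at about 32% in these data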;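 also: peak over basal fluorescence ratio per well then scaled between controls; 0% = DMSO wells and 100% = acetylcholine at EC100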
CHRM5 PAM – CHRM5 positive allosteric modulation | actives 0.3% (n = 360,000) | P08912 | CHO-K1 hM5, Fluo-8 calcium, ACh EC20 PAM; 0% = ACh EC20, 100% = ACh EC100 | activation, % at 3 µM;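 active = activation above the run cutoff, the mean activation of all test compounds plus 3 SD, cut at about 18% in these data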
Target sequence (P08912 whole entry, looked up): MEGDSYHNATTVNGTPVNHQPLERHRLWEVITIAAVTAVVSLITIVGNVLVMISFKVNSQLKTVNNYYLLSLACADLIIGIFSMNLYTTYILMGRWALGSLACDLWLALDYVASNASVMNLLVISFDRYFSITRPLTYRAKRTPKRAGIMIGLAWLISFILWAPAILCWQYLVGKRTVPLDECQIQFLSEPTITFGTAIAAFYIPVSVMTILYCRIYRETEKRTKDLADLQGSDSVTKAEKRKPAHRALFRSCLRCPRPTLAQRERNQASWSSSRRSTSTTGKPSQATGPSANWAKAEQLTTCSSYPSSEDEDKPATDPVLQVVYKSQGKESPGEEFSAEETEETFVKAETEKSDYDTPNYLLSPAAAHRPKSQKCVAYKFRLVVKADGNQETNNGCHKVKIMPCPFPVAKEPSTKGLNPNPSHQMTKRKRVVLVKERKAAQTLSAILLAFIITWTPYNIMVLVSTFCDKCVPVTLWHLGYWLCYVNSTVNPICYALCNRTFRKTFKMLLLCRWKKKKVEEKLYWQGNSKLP
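Assay system: CHO-K1 hM5 cells / Incubation: Fluo-8 loading 80 min at 37 °C plus 30 min room temperature / Technique: Fluo-8 calcium dye fluorescence, kinetic read / Repeats: single replicate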
CHRM1 PAM – potentiates human M1 receptor response to acetylcholine. CHO-K1 hM1, Fluo-8 calcium fluorescence, ACh EC20; 0% = ACh EC20, 100% = maximal ACh. activation, % at 3 µM. actives 0.088% (n = 360,000). AID 588819; in the data active = activation above about 19%, passing the limit was not always enough
Target sequence (P11229 whole entry, looked up): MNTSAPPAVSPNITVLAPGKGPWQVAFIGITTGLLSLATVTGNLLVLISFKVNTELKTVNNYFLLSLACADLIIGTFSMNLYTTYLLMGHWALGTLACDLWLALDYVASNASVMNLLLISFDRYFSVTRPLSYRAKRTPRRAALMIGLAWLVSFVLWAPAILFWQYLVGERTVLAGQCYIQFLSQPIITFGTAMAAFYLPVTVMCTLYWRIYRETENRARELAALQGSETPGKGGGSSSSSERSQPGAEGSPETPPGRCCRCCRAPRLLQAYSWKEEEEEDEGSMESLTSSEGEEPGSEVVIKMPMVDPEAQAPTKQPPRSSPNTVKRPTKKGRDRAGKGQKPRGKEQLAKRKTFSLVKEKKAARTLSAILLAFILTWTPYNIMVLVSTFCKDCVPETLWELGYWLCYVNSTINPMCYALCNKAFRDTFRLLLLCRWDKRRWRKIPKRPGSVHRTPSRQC
M4 PAM – CHRM4 positive allosteric modulation. CHO-K1 hM4/Gqi5, Fluo-8 calcium fluorescence, ACh EC20; 0% = ACh EC20, 100% = maximal ACh. activation, % at 3 µM. actives 0.4% (n = 360,000);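 active = activation above its plate's cutoff, the mean activation of sample wells plus 3 SD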; also: some results filed as inactive read as strong as hits
M5 antag – CHRM5 antagonism in calcium assay; P08912; actives 0.59% (n = 360,000); AID 624040; CHO-hM5 cells, Fluo-8 calcium fluorescence, ACh EC80; inhibition, % at 3 µM;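 active = inhibition above a per-plate cutoff, the mean of that plate's test compounds plus 3 SD, cut at about 27% in these data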;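 also: 0% = acetylcholine EC80 with DMSO and 100% = DMSO without agonist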
CRFBP-R2 agonist – agonists of human CRF-binding protein/CRF-R2 receptor complex; activation, % at 13.2 µM; actives 0.46% (n = 350,000); HEK293 CRF-R2/CRF-BP, calcium dye fluorescence (FLIPR); percent of saturating CRF peptide response; AID 588473;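 active = activation of at least 50%, plus an integration ratio under a set limit after plate pattern correction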;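 also: plate controls were neutral control wells without compound for no effect and CRF at EC100 for full effect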
M5 ag – agonists of human muscarinic M5 receptor (CHRM5) | P08912 | actives 0.19% (n = 360,000) | activation, % at 3 µM | CHO-K1 hM5 cells, Fluo-8 calcium fluorescence; 0% DMSO wells, 100% maximal acetylcholine response;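 active = activation above the run's mean over test compounds plus 3 SD, cut at about 23% in these data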;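 also: signal is peak over basal fluorescence ratio across the kinetic read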
CHRM1 antagonist – blocks human M1 muscarinic receptor. P11229. CHO-K1 hM1, Fluo-8 calcium fluorescence, ACh EC80 antagonist. inhibition, % at 3 µM. actives 1.3% (n = 360,000);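 active = percent inhibition above its own plate's cutoff, namely the mean of that plate's compound wells plus 3 SD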;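 also: peak over basal fluorescence ratio during 140 s after agonist addition; 0% = ACh EC80 plus DMSO and 100% = DMSO alone without agonist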
* marks the source's active call; other numbers are inactive results; · = not tested or not shown.

SMILES	CHRM4 antagonist	M4 ag	CHRM5 PAM	CHRM1 PAM	M4 PAM	M5 antag	CRFBP-R2 agonist	M5 ag	CHRM1 antagonist
Cc1ccn(C(C)CC(=O)N2CCc3ccccc32)n1 (centres undefined)	6.5	1.2	-4.9	4.5	-3.9	3.6	-0.2	-7.3	-4.6
CC1CC1C(=O)OCC(=O)Nc1ncc(Cl)cc1Cl (centres undefined)	-0.4	0.5	-3.7	-0.7	-8.2	1.3	-0.4	-1.6	11.2
Cc1c(C(=O)NC(=S)Nc2ccccc2N2CCCC2)cccc1[N+](=O)[O-]	6.1	1.0	-8.5	-13.8	-0.1	9.8	-1.2	-4.5	11.2
CCOc1ccc(-c2c(=O)n(OCc3ccc([N+](=O)[O-])cc3)c3ccccc3[n+]2[O-])c(OCC)c1	7.9	0.0	8.4	9.2	2.0	-2.7	1.5	2.4	-7.5
CC(C)(C)C(=O)Nc1nnc(-c2ccncc2)o1	-4.5	1.5	12.4	5.1	6.0	-8.4	-0.4	0.4	-8.5
CCNC(=O)CC1SC(=Nc2cccc3ccccc23)N(C)C1=O (centres undefined)	7.0	0.4	-7.4	-2.0	-0.7	15.3	0.2	-1.1	0.2
O=C(NNS(=O)(=O)c1ccccc1)c1cnn(-c2ccc(Cl)cc2)c1C(F)(F)F	2.4	1.6	-4.2	-1.6	-5.5	10.9	1.4	5.9	6.5
O=C(c1cc(S(=O)(=O)N2CCOCC2)ccc1Cl)N1CCCCC1CO (centres undefined)	0.5	0.3	2.0	0.8	4.3	-0.1	-2.0	5.0	-2.0
CC(C)NC(=O)c1ccccc1NC(=O)Cc1ccc(Cl)cc1	6.1	2.4	2.0	9.3	3.8	-3.4	-0.8	0.5	8.0
COCCN(CC(=O)NCc1ccccc1)C(=O)CCC(=O)Nc1nccs1	6.4	1.3	-1.1	5.6	-0.4	0.6	-0.8	-0.9	-10.6
Clc1ccc(-c2cn(-c3ccccc3)c3[n+]2CCS3)cc1	16.3	0.0	-4.9	-32.6	-12.8	8.5	1.3	-9.5	58.4*
O=C(c1cccs1)N1CCCC(c2nc3c(nnn3Cc3ccccc3Cl)c(=O)[nH]2)C1 (centres undefined)	5.8	0.0	0.7	7.8	-0.4	14.0	-3.9	-3.7	-8.2
Cc1nn(C)c(C(=O)N/N=C/c2ccc(-c3ccccc3)cc2)c1Cl	0.5	2.6	-2.5	3.6	-3.3	-0.5	3.4	-4.3	0.6
CC(Oc1ccc(/C=N/NC(=O)Cc2cccc3ccccc23)cc1)C(=O)O (centres undefined)	-5.8	0.8	-11.4	2.1	-4.9	14.0	3.2	-1.0	-2.9
O=C(Oc1ccc(C(=S)N2CCOCC2)cc1)c1cccc(Cl)c1	9.0	0.5	4.5	6.6	-2.6	-0.9	-1.5	-3.8	-12.2
CCc1nc2ccc(C(=O)Nc3ccc(OC)c(OC)c3)cn2c1N(CC)CCOC	2.2	3.4	-4.9	1.5	-2.5	7.6	·	1.1	-7.5
Cc1ccc(S(=O)(=O)NCc2ccccn2)c(C)c1	9.1	-0.1	2.8	-0.4	-2.4	-2.3	0.4	0.0	0.0
CCc1cccc2sc(NC(=O)c3ccc(N4C(=O)CCC4=O)cc3)nc12	-24.1	0.4	-4.1	5.5	3.2	-0.8	-2.5	0.1	-14.5
COc1ccc(CCNC(=O)CSc2ccccn2)cc1OC	5.6	0.1	4.3	0.6	1.9	12.9	0.8	0.4	4.3
Cc1noc(C)c1COC(=O)CCOc1ccccc1	0.1	-0.2	-6.0	1.9	-3.7	8.2	0.4	0.3	1.6
CC(NC(=O)NC1CCCCC1)c1ccccc1 (centres undefined)	0.9	1.1	4.1	-1.0	0.2	7.0	-2.4	-0.3	3.9
O=c1[nH]cnc2onc(-c3ccc(F)cc3)c12	7.5	1.0	-2.7	2.4	-2.7	9.0	-0.9	-1.7	-0.6
C=C(C)COc1ccc2c(C)c(CC(=O)N3C[C@H]4C[C@@H](C3)c3cccc(=O)n3C4)c(=O)oc2c1	-0.3	0.6	5.0	8.6	-0.1	1.5	-1.1	0.9	-16.8
COc1ccc(C2CC(=O)C3=C(C2)Nc2ccccc2N(C(=O)CCC(=O)O)C3c2ccc(F)cc2)cc1 (centres undefined)	-12.2	0.3	1.4	11.9	1.7	10.7	-2.2	-3.3	-14.6
O=C(CCc1ccccc1)Nc1nnc(-c2cccs2)o1	-3.5	0.0	-0.2	-2.3	-2.0	-1.4	-0.2	-0.3	21.7
CCOC(=O)N1CCC(N(C(=O)Nc2ccc(Cl)c(Cl)c2)C(C)CC)CC1 (centres undefined)	1.8	5.7	-8.1	-22.7	-9.2	5.6	2.8	-3.5	29.2
COCCNC(=O)c1cc(-c2ccccc2C)n(CC2CC(c3cccc([N+](=O)[O-])c3)=NO2)n1 (centres undefined)	13.0	2.1	-1.5	4.6	-4.5	13.2	-3.0	-0.9	0.6
CC(=O)Nc1ccc2c3c(cccc13)C(=O)N(c1ccccc1)C2=O	-3.9	0.7	-6.4	2.5	-8.2	14.1	1.3	-1.6	4.0
CCc1cc(=O)oc2cc(C)cc(OC(C)C(=O)NCc3cccnc3)c12 (centres undefined)	-3.9	2.4	-4.5	0.9	2.0	0.5	0.3	-2.5	5.1
O=c1c2c(-c3cccs3)csc2ncn1/N=C/c1ccccn1	-17.5	0.1	-4.5	2.8	-11.2	3.1	-0.9	-0.7	-3.3
Cc1cc(N2CCCC2)nc2ccc(NC(=S)NCCCN3CCC(C)CC3)cc12	-2.4	0.4	0.6	-25.9	-0.5	1.9	0.0	-3.8	14.7
Cc1nc(C)c(C(=O)N2CCCC(CCC(=O)NCc3ccc(F)c(F)c3)C2)s1 (centres undefined)	-5.7	3.0	-7.7	5.5	-3.2	3.5	-0.2	-1.5	-8.1
CCn1c(C(O)c2cccc(OC)c2OC)nc2ccccc21 (centres undefined)	2.0	0.3	-3.6	-6.8	10.2	1.9	-1.6	-2.1	9.3
O=C1c2ccccc2C(=O)N1/N=C/c1ccc(O)c(O)c1O	2.9	-0.4	6.7	9.8	-4.2	-0.6	-3.2	1.1	-11.8
COCCNCCOCCOc1cccc(OC)c1	3.3	0.5	8.2	6.7	3.3	-9.3	-1.1	0.0	1.8
CCOc1ccc(N(Cc2cc3ccc(C)cc3[nH]c2=O)S(=O)(=O)c2ccccc2)cc1	-18.9	0.1	10.7	15.4	3.4	-14.3	3.9	-1.9	-17.8
NC(Cc1ccc(C(F)(F)F)cc1)c1csc(NC(=O)Nc2ccccc2Cc2ccccc2)n1 (centres undefined)	0.7	7.9	3.4	-0.8	5.4	8.3	·	4.0	4.2
Cc1ccsc1CN(C)C(=O)CCc1nnc(COc2ccccc2)o1	4.2	2.1	1.3	6.0	2.2	0.6	-0.4	-1.2	-2.6
CSc1ccc(/C=C(\NC(=O)c2ccc(C)cc2)C(=O)NN)cc1	6.3	-0.5	-6.3	22.4	-3.0	0.2	-0.8	-1.3	-2.1
O=[N+]([O-])c1ccc(N=Nc2ncc[nH]2)cc1	-10.9	1.1	0.6	9.7	-0.8	3.9	-1.3	2.4	-5.0

Next section (four carried over from the part before).
SMILES	CHRM4 antagonist	M4 ag	CHRM5 PAM	CHRM1 PAM	M4 PAM	M5 antag	CRFBP-R2 agonist	M5 ag	CHRM1 antagonist
NC(Cc1ccc(C(F)(F)F)cc1)c1csc(NC(=O)Nc2ccccc2Cc2ccccc2)n1 (centres undefined)	0.7	7.9	3.4	-0.8	5.4	8.3	·	4.0	4.2
Cc1ccsc1CN(C)C(=O)CCc1nnc(COc2ccccc2)o1	4.2	2.1	1.3	6.0	2.2	0.6	-0.4	-1.2	-2.6
CSc1ccc(/C=C(\NC(=O)c2ccc(C)cc2)C(=O)NN)cc1	6.3	-0.5	-6.3	22.4	-3.0	0.2	-0.8	-1.3	-2.1
O=[N+]([O-])c1ccc(N=Nc2ncc[nH]2)cc1	-10.9	1.1	0.6	9.7	-0.8	3.9	-1.3	2.4	-5.0
O=C(CCC(=O)NNC(=S)Nc1ccccc1)NCc1ccccc1	9.2	-0.3	7.1	0.5	15.5	-4.4	0.1	0.5	3.2
COc1cccc(/C=N/NC(=O)CCn2nnc3ccccc32)c1	-3.8	2.5	-3.4	6.0	0.8	-9.3	-0.5	-3.6	-3.2
CC(CNC(=O)CCc1nnc(CCC2CCCCC2)o1)c1ccccc1 (centres undefined)	-0.5	3.1	-1.5	8.3	2.9	0.0	4.5	-8.9	-4.6
Cn1c(C(N)=O)cnc1Sc1ncc(C(F)(F)F)cc1Cl	-6.4	0.6	-3.9	7.8	8.0	2.0	0.4	-1.6	-17.6
O=[N+]([O-])c1ccccc1/C=N/N1CCN(Cc2ccccc2)CC1	-18.2	3.7	-0.1	9.9	1.8	1.3	0.0	-0.3	-2.8
O=C1CN(C(=O)CN2CCCC2)C(c2ccccc2)c2cc(Br)ccc2N1 (centres undefined)	6.2	0.8	-18.8	-9.1	1.3	3.8	-0.8	-12.3	14.4
Cc1ccc(C(=O)NCCCNC(=O)c2ccccc2C)cn1	2.6	0.7	-1.9	11.3	3.7	8.6	0.4	-0.2	7.2
Cc1ccc(N=CNc2ccc(C)cc2C)c(C)c1	3.0	0.1	2.1	7.9	8.0	12.1	-0.2	-0.6	-3.3
CCCNC(=O)c1cc(-c2ccco2)on1	7.9	0.5	1.0	-0.8	-0.2	2.8	3.7	0.4	1.1
CC(=O)c1c(N)c(C#N)c(C)n1-c1ccc(Br)cc1	-4.1	0.4	34.6*	5.5	4.1	27.0*	0.5	5.6	-2.6
CCCc1ccc(S(=O)(=O)NCC2CCCN2CC)cc1 (centres undefined)	5.7	0.3	-0.9	12.2	-7.2	2.0	-4.5	-6.0	-16.8
C[C@H](CO)N1C[C@H](C)[C@@H](CN(C)S(C)(=O)=O)Oc2c(NC(=O)C3CC3)cccc2C1=O	-0.9	0.2	3.5	4.7	7.9	-1.0	0.1	-0.6	4.0
O=C1NC[C@@H](CCCCN2CCN(Cc3ccccc3)C(=O)C2=O)N(CCC2CCCCC2)C1=O	0.3	0.2	-4.4	·	-8.3	2.8	·	-4.6	·
NC(=S)NN=C1c2ccccc2-c2cc(Br)ccc21	-7.3	1.8	-3.0	4.4	0.9	6.3	-2.2	-0.3	-0.7
Cc1cc(C)nc(NC(=O)NS(=O)(=O)Nc2ccc(Br)cn2)n1	-1.1	1.4	6.8	2.6	6.8	-9.9	-2.6	-5.7	-0.6
CC(=O)Nc1sc2c(c1CN1CCN(C)CC1)CCCC2	-0.1	0.5	2.6	5.7	-2.1	3.7	1.8	-2.7	-34.0
CCn1cc(C(=O)NCCc2ccc(Cl)cc2)c(=O)c2cc(S(=O)(=O)N(C)C)ccc21	-13.5	0.4	-1.1	11.8	3.4	16.7	5.6	-0.9	2.0
Cc1cc(OCC(O)CN2CCCC2)cc(C)c1Cl (centres undefined)	3.7	2.8	0.3	1.4	0.6	0.6	12.9	-6.7	-4.5
Cc1sc2ncnc(NCC3CCCO3)c2c1C (centres undefined)	7.0	4.6	-8.4	-9.4	-5.8	2.8	-2.6	6.4	21.8
CC(=O)c1c(C)n(C)c2ccc(O)cc12	9.6	1.1	3.1	9.6	7.7	-2.5	-2.3	1.8	-8.6
C=CCn1c(C)cc(C(=O)CSc2nnc(C3CC3)n2C2CC2)c1C	-5.1	4.4	0.8	6.8	8.8	1.2	-1.4	6.0	-1.1
